From PubChem
GALK inh = galactokinase (human) inhibition; P51570; AID 1868; Potency, µM (series often up to 57.5 µM), for inactives: top-dose activity change, negative = inhibition, usual class: inhibitors; Purified GALK, Kinase-Glo residual ATP luminescence; hit rate 0.007% among 270,000; further: potency means the concentration at half of the fitted maximal effect; on the % scale 0 is the no-effect control and ±100 the full control effect
Target sequence (P51570 whole entry, looked up): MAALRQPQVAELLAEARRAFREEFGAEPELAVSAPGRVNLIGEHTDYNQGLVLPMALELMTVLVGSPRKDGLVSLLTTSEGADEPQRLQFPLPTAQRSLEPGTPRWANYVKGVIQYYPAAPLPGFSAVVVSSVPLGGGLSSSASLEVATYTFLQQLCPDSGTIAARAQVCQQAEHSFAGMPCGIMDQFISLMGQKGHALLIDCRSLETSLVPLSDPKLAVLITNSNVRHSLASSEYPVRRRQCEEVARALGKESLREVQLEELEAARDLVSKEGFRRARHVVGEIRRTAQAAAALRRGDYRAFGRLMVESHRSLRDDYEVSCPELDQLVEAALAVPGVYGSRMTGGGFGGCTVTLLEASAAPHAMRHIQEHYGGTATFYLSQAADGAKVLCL
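5 nM enzyme, 35 uM ATP, 100 uM galactose, 20 mM HEPES pH8.0, 5 mM MgCl2; 1 h RT; residual ATP by Kinase-Glo Plus luminescence, qHTS format.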
Chronic BCR inh = chronic active BCR signaling inhibition; Potency, µM (series often up to 46.1 µM), inactives show at the highest dose ratio change, negative = lower green/red ratio, most hits filed as inhibitors; hit rate 0.05% among 340,000; ABC-DLBCL IkBa-CBG/CBR reporter, luminescence ratio, 4 h; AID 493014; active means well fitted inhibition curve with a large enough effect in the signal ratio, with a control signal flat, not every such curve was filed as active; inconclusive means small, poorly fitted or top-dose-only effect, or effect the other way, or a change in a side signal; the % refers to the signal ratio;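 further: potency means the concentration at half of the fitted maximal effect; plate controls were basal doxycycline-induced cells for no effect and cells given 10 µM MG132 for full effect; MG132 reads +100%, hits lower the ratio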
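Cell line TMD8 (human ABC DLBCL), stably expressing tet-inducible CBG68-IkBa fusion and CBR; IMDM/0.5% FBS; cpd up to 46 uM; dox induction, 4 h, 37C/5% CO2; dual luminescence; green/red ratio; MG132 control.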
ASM inhibitor = blocks human secretory acid sphingomyelinase | P17405 | placental ASM, HMU-PC fluorogenic substrate, 60 min | Potency, µM (doses to about 57.5 µM), inactives show top-dose activity change, negative = inhibition, most hits filed as inhibitors | hit rate 0.006% among 340,000; further: potency means the concentration at half of the fitted maximal effect
Target sequence (P17405 47-631 limits assumed): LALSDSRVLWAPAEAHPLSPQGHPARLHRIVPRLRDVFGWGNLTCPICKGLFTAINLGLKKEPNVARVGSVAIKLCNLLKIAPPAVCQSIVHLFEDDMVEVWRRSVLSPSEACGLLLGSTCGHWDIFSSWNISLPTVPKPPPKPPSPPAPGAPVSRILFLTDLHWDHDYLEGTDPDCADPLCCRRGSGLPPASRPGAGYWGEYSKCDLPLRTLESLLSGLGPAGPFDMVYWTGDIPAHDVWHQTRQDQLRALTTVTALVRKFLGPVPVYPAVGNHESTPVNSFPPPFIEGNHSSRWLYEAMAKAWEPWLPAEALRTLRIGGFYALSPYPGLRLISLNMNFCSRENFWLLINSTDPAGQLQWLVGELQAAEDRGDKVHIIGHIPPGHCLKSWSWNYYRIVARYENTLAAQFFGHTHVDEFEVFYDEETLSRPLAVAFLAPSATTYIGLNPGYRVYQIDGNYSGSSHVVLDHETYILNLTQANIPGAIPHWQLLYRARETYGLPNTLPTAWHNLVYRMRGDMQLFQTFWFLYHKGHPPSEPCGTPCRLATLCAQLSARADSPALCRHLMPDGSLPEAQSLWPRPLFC
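HMU-PC0 cleavage (9 uM final) by human placental ASM, 60 min at 37 °C following 10 min compound exposure at RT; stopped at pH 10, fluorescence Ex 386/Em 447 nm.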
B2AR arrestin = beta2AR (human) beta-arrestin recruitment activity | P07550 | beta-arrestin recruitment to beta2AR, cell-based reporter | Potency, µM (series often up to 46.1 µM), without a hit: top-dose activation, usual class: activators | hit rate 0.02% among 330,000 | AID 492947;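 further: potency means the concentration at half of the fitted maximal effect; 0% = DMSO controls and full agonism = EC100 isoproterenol or metaproterenol; nearly all actives have a fitted effect of over 65% in size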
TSG101-PTAP inh = blocks PTAP/TSG101 interaction to inhibit HIV-1 budding. Q99816. Fluorescence polarization, FITC-PTAP peptide / Tsg101 binding. Potency, µM (titrated, usually from 115 µM), for inactives: at the highest dose activity change, negative = inhibition, most hits filed as inhibitors. 340,000 tested, under 10 active; active means well fitted inhibition curve with a large enough effect in the main read-out, with a control signal flat, not every such curve was filed as active; inconclusive means small, poorly fitted or top-dose-only effect, or effect the other way, or a change in a side signal; inactive means no such curve, though single readings can be large or run the other way; further: potency means the concentration at half of the fitted maximal effect; % of control where 0% means no effect
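Fluorescence polarization binding of Tsg101 binding domain (10 uM final) to FITC-labeled PTAP peptide (50 nM final) in HEPES pH 7.5 buffer with NaCl, Tween 20, EDTA, TCEP. Compounds added before peptide; binding 20 min at RT.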
Menin MLL FP TR = inhibitors of human menin-MLL interaction, mutant MLL peptide; Potency, µM (titrated, usually from 61.6 µM), for the others: at the top dose FP activity change, negative = inhibition, usual class: inhibitors; hit rate 0.23% among 270,000; O00255; Menin + Texas Red MLL mutant peptide, fluorescence polarization; active means well fitted inhibition curve with a large enough effect in the polarisation, with a control signal flat, not every such curve was filed as active; inconclusive means small, poorly fitted or top-dose-only effect, or effect the other way, or a change in a side signal; inactive means no such curve, though single readings can be large or run the other way; the % refers to the polarisation; further: potency means the concentration at half of the fitted maximal effect; % of control where 0% means no effect; many of its hits are not listed in these tables
PKM2 activator = increases activity of human pyruvate kinase M2. purified PKM2, Kinase-Glo ATP luminescence, activation; response scale: 0% is enzyme alone, no compound. P14618. AID 1631. Potency, µM (doses to about 57.5 µM), for the others: at the top dose activation, hits mostly activators. hit rate 0.34% among 260,000; further: potency means the concentration at half of the fitted maximal effect; on the % scale 0 is the no-effect control and ±100 the full control effect; nearly all actives have a fitted effect of over 55% in size
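ATP formation by purified human PK-M2, quantified via coupled luciferase luminescence after 1 h at room temperature with 0.1 mM ADP and 0.5 mM PEP final.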
Tb PFK block = T. brucei PFK enzyme inhibition; Potency, µM (doses to about 57.5 µM), for inactives: at the top dose activity, negative = inhibition, usual class: inhibitors; O15648; T. brucei PFK, ADP-Glo luminescence; hit rate 0.17% among 330,000;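 further: potency means the concentration at half of the fitted maximal effect; 0% = uninhibited 1x PFK enzyme wells and -100% = no-enzyme wells; nearly all actives have a fitted effect of over 60% in size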
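Compounds were pin-transferred as a titration series up to 57 uM into substrate buffer (0.5 mM F6P, 0.1 mM ATP, pH 8.0), then 1.25 nM PFK was added and reactions ran 45 min before ADP-Glo detection.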
FBPA coupling cs = inhibits coupling enzyme system, counter-screen for aldolase hits | coupling enzyme system counterscreen, AmpLite Red fluorescence | activity change, negative = inhibition, % at 58.2 µM, hits read low | hit rate 0.67% among 290,000 | AID 2472; in the data active means activity change below about -30%; further: on the % scale 0 is the no-effect control and ±100 the full control effect
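Activity here indicates interference with the coupling reaction, not aldolase inhibition. Compounds at 57.5 uM final met coupling enzymes for 10 min at RT; substrate and AmpLite Red detection followed, with a 525/598 nm fluorescence read after 20 min.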
Giardia killer = Giardia lamblia killing. hit rate 0.15% among 340,000. Giardia lamblia trophozoite viability. activity change, % at 7.66 µM, hits read low; in the data active means activity change below about -80%; inconclusive means between about -30% and that limit;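 further: parasites exposed to compound for two days anaerobically before the ATP read; on the % scale 0 is the no-effect control and ±100 the full control effect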
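Each well holds 100 Giardia trophozoites and compound. After two days (48 hrs) at 37 deg C in anaerobic conditions, ATP is quantified by luminescence.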
a7 integrin act = activators of alpha7 integrin expression for muscular dystrophy; AID 624291; Potency, µM (series often up to 38.3 µM), for the others: top-dose activation, actives largely listed as activators; alpha7betagal myoblasts, beta-gal FDG fluorescence, 48 h; hit rate 0.064% among 350,000;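 further: potency means the concentration at half of the fitted maximal effect; 100% = response of the positive control SU9516; nearly all actives have a fitted effect of over 60% in size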
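Alpha7betagal+/- myoblasts (passage 13) were plated 16-24 hr, then exposed to compounds (1:260 dilution of DMSO stock) for 48 hours at 37C. After MPER lysis, β-galactosidase reporter activity was read as FDG fluorescence (ex 480/em 540) after 30 minutes.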
* = called active by the depositor; i = inactive; ? = inconclusive; . = no result given; [ ] = remark or other dose. Unless noted, the call rests on the fitted dose curve; in most records, active means well fitted curve in the direction sought with a large enough effect; inconclusive means small, poorly fitted or top-dose-only effect, or another doubt; inactive means no such curve, though single readings can be large; an effect the other way counts as inactive or inconclusive. Some of the compounds tested; the hit share may differ from the screen's.

SMILES	GALK inh	Chronic BCR inh	ASM inhibitor	B2AR arrestin	TSG101-PTAP inh	Menin MLL FP TR	PKM2 activator	Tb PFK block	FBPA coupling cs	Giardia killer	a7 integrin act
Cc1nc2ncnn2c(C)c1CCC(=O)O	-1%	-3%	2%	-0.2%	-8%	0%	-15%	-5%	1	6	-12%
CCOc1ccccc1NC(=O)CN1CCC(NC(=O)c2ccccc2C)CC1	-2%	6%	2%	-0.3%	2%	.	-4%	-2%	5	22	-4%
CC(C#N)On1c(SC(C)C#N)nc2ccccc2c1=O (stereo unspecified)	2%	-6%	-1%	-0.2%	-1%	-15%	-3%	-1%	-5	8	-4%
COc1cccc(N(CC(=O)NCc2ccco2)C(=O)CCC(=O)Nc2nccs2)c1	-2%	1%	-5%	0.1%	-2%	.	1%	-6%	3	1	-7%
CN(C)C(=O)COn1c(SCC(=O)N(C)C)nc2ccccc2c1=O	3%	-2%	0%	-1.0%	-4%	-20%	-5%	-4%	5	4	6%
O=C(Nc1cccc2ncccc12)c1ccco1	7%	-13%	2%	-0.5%	-5%	0%	-6%	-12%	1	-27	1%
CC(C)(C)c1cc(NC(=O)c2cccc(S(=O)(=O)N3CCOCC3)c2)no1	0%	6%	-3%	0.2%	0%	8%	2%	2%	1	24	22%
Cc1c(C)c2cc(Cl)c(O)c(CN3CCCCC3)c2oc1=O	2%	6%	i	-0.8%	-5%	9%	-6%	3%	-1	-9	12%
Cc1ccc(S(=O)(=O)N2CCC(C(=O)OCC(=O)N3CCC(C)CC3)CC2)cc1C	.	6%	3%	-0.5%	-4%	.	.	0%	.	-3	5%
O=C1CN(C(=O)COC(=O)C23CC4CC(CC(O)(C4)C2)C3)c2ccccc2N1	-4%	?	3%	-0.2%	0%	-10%	1%	-9%	0	-12	2%
CNC(=O)c1ccc(=O)n(Cc2cccc(C(F)(F)F)c2)c1	1%	-1%	4%	0.1%	-9%	-21%	2%	2%	1	-9	24%
O=C(CN(Cc1ccc(Cl)c(Cl)c1)S(=O)(=O)c1ccccc1)N/N=C\c1ccc2c(c1)OCO2	-1%	-10%	-18%	0.1%	-6%	-19%	-1%	1%	-2	-16	-47%[inhibitor]
NC(=O)c1ccsc1NC(=O)CN1C(=O)NC2(CCCCC2)C1=O	.	4%	-8%	-0.4%	-8%	.	.	6%	.	36[activator]	68%
Cc1nnc(SCC(=O)c2c(N)n(C)c(=O)n(C)c2=O)[nH]c1=O	1%	0%	0%	-1.0%	-5%	-3%	0%	-3%	2	-7	-3%
O=C(CSc1nnc2c(Cl)cc(C(F)(F)F)cn12)N(Cc1ccccc1)Cc1ccccc1	-2%	6%	-7%	-1.2%	1%	-8%	1%	-2%	-1	-16	19%
CCn1c(SCC(=O)NC2CCCCC2C)nnc1-c1ccc(OC)cc1 (stereo unspecified)	6%	-2%	5%	0.3%	3%	-5%	-3%	-2%	-1	5	17%
Oc1[nH]c2ccccc2c1N=NC(=S)NCC1CCCO1 (stereo unspecified)	-3%	?	-14%	0.0%	-3%	-4%	0%	5%	3	-12	-6%
CCc1nnc(NC(=O)Cc2c[nH]c3ccccc23)s1	0%	-4%	-2%	-0.1%	-3%	29%	8%	-1%	-6	-7	19%
CCOc1ccc(/C=N/NC(=O)c2csc(C)c2C)c(OCC)c1	.	-7%	-4%	-2.2%	-4%	8%	5%	-5%	4	-8	0%
CCc1noc(C)c1C(=O)N(C)CC(=O)Nc1ccc(Br)cc1C	.	0%	1%	0.1%	-1%	.	.	5%	.	-4	-19%
CCOC(=O)CSC1=C(C#N)C(c2ccccc2C)C2=C(CCCC2=O)N1 (stereo unspecified)	-3%	?	97%[activator]	-0.2%	-5%	2%	-2%	0%	0	2	-9%
CC(=O)N1CCN(c2ccc(NC(=O)c3cccc(C)c3)cc2)CC1	3%	-12%	-1%	-0.3%	-2%	5%	?	0%	-2	10	16%
CC(C)Sc1nnc([C@@H]2CCCN2C(=O)OC(C)(C)C)o1	-1%	0%	1%	0.2%	-4%	-13%	0%	0%	3	16	8%
CC(C)n1nc(C(=O)Oc2cc(Cl)ccc2Cl)c2ccccc2c1=O	-2%	-10%	-8%	0.1%	-6%	5%	5%	1%	2	-15	-2%
Cc1cccc(C)c1N=Cc1c(O)n(-c2nccs2)c(=O)c2ccccc12	3%	13%	-11%	-0.1%	-2%	2%	-14%	5%	2	6	-18%
CC(C)Cc1nc2sc3c(c2c(=O)n1N)CC(C(C)C)OC3 (stereo unspecified)	6%	3%	-2%	-0.8%	-2%	.	-5%	-2%	1	-1	-5%
Cc1nn2c3ccccc3n(Cc3ccccc3)c2nc1=O	-3%	-1%	1%	0.2%	-7%	-2%	5%	0%	8	6	-14%
N#Cc1c(N2CCCC2)ccc(Br)c1Cl	0%	-11%	12%	0.0%	1%	.	-9%	-1%	5	1	0%
COc1ccc(/C=C2/S/C(=N/S(=O)(=O)Cc3ccccc3)NC2=O)cc1OC	1%	1%	21%	0.7%	2%	.	-5%	-4%	11	6	-30%
Cc1cc(C(=O)N2CCN(S(=O)(=O)c3ccc(F)c(Cl)c3)CC2)c(C)o1	.	-14%	-3%	-1.0%	0%	.	.	-5%	.	32[activator]	1%
CCc1nnc(NC(=O)c2ccc(F)c(S(=O)(=O)N3CCCCC3)c2)s1	-3%	1%	-1%	-0.1%	-3%	9%	0%	-1%	4	-9	12%
Cc1ccc(C)c(S(=O)(=O)N2CCCOC2CNC(=O)C(=O)NCc2cccs2)c1 (stereo unspecified)	-4%	0%	0%	-0.1%	-4%	.	-2%	2%	.	1	0%
COc1ccc(C)cc1S(=O)(=O)NC1CCCCCC1	-5%	-4%	3%	-0.2%	-3%	.	2%	-3%	.	-2	-27%
O=C(Cn1cnc2c(oc3ccccc32)c1=O)N1CCN(c2ccccc2)CC1	0%	.	2%	.	-3%	-8%	3%	.	1	11	-2%
Cc1ccc2cccc(S(=O)(=O)N3CCN(c4cccc(Cl)c4)CC3)c2n1	0%	1%	-9%	-0.2%	-4%	-2%	4%	0%	0	44[activator]	13%
CC(C)CCN(CC(=O)NC(C)(C)C)C(=O)C(=O)Nc1ccc2c(c1)OCCO2	0%	2%	2%	0.1%	-1%	?	4%	-2%	-2	15	0%
O=C(Cn1cc(C(F)(F)F)ccc1=O)N/N=C/c1cccc(Cl)c1Cl	1%	0%	3%	-0.4%	-3%	?	-21%	0%	-3	-3	2%
CCCCC(C(=O)NC1CCCC1)N(Cc1ccco1)C(=O)Cn1nnc(-c2ccc(F)cc2)n1 (stereo unspecified)	0%	?	-2%	-0.7%	-1%	4%	-22%	-6%	-3	-9	0%
CN(C)C(=O)CCc1ccc2c3c([nH]c2c1)[C@]1(C)[C@@H](C(=O)N2CCOCC2)C[C@H](CC(=O)NCCc2ccccn2)C(=O)N1CC3	.	5%	2%	-0.8%	0%	.	.	-4%	.	13	-9%
O=C(N/N=C/c1cccc2cccnc12)c1ccccc1O	-1%	?	-4%	-0.6%	-8%	.	-1%	12%	-19	-8	-52%[inhibitor]
Nc1ncnc2nc(SCCOc3ccc(Cl)cc3)[nH]c12	3%	?	6%	-0.5%	-2%	1%	0%	-9%	1	11	-13%
COc1ccc(NC(=O)Cc2c[nH]c3ccccc23)cc1S(=O)(=O)N1CCCCC1	-1%	1%	-6%	0.4%	-1%	-3%	17%	-2%	-1	-24	-7%
O=C(Nc1ccc(F)cc1F)C1CCCN1S(=O)(=O)c1cccc2nsnc12 (stereo unspecified)	-2%	-16%	2%	0.2%	0%	.	.	0%	.	-2	21%
CC(C)CN1C(=O)NC(NS(=O)(=O)c2ccc(N)cc2)(C(F)(F)F)C1=O (stereo unspecified)	2%	3%	5%	7.7%	-5%	0%	0%	0%	4	6	-2%
Cc1cc(NC(=O)c2ccc(C)s2)n(-c2nc3ccccc3[nH]2)n1	2%	7%	-19%	0.0%	0%	1%	-2%	1%	3	12	-30%
CCc1nnc(NC(=O)c2ccc(S(=O)(=O)N3CCCc4ccccc43)cc2)o1	0%	?	-2%	-0.2%	-11%	?	1%	1%	6	3	-22%
O=C(COn1nnc2ccc(S(=O)(=O)N3CCOCC3)cc21)Nc1c(F)c(F)c(F)c(F)c1F	13%	-1%	3%	-0.2%	-4%	8%	1%	-11%	-2	-12	-15%
